CHRM4 antagonist: antagonists of human muscarinic M4 receptor (CHRM4); inhibition, % at 3 µM; P08173; AID 624125; hit rate 0.73% among 360,000; CHO-hM4 cells, ACh EC80, Fluo-8 calcium fluorescence;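 active = inhibition above its plate's cutoff, the mean inhibition of sample wells plus 3 SD, cut at about 27% in these data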;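 also: 0% = acetylcholine EC80 with DMSO and 100% = DMSO without agonist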
Target sequence (P08173 whole entry, looked up): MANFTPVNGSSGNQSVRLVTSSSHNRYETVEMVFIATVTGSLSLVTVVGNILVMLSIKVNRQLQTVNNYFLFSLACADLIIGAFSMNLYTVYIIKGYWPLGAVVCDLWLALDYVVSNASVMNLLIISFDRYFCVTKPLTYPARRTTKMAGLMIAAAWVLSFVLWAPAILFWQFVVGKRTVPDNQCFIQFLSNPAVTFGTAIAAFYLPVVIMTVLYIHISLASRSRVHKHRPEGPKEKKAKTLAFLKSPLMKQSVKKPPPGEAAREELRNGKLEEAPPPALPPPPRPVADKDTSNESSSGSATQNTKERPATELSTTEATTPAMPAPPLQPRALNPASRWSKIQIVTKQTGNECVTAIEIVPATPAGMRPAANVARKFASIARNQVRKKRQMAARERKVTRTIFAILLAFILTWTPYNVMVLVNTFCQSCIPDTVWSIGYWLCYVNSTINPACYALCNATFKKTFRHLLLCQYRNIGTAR
CHO-K1 Ca PAM: counter-screen for M1 PAMs: effect in parental CHO-K1 cells; ATP EC20, Fluo-8 calcium fluorescence; 0% at ATP EC20, 100% at ATP max; activation, % at 3 µM; hit rate 0.02% among 360,000;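 active = activation above the run cutoff, the mean activation of all test compounds plus 3 SD, cut at about 40% in these data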;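 also: peak over basal fluorescence ratio in a 140 s read after ATP addition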
M1 ag parental: M1 agonist counterscreen hit in parental CHO-K1 cells. Fluo-8 calcium fluorescence; scaled to maximal ATP response, vehicle zero. activation, % at 3 µM. hit rate 0.48% among 360,000. AID 602248; in the data active = activation above about 15%;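 also: untransfected CHO-K1 host cells lacking M1 receptor as counterscreen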
M4 PAM: positive allosteric modulators of human muscarinic M4 receptor. P08173. CHO-K1 hM4/Gqi5, Fluo-8 calcium fluorescence, ACh EC20; 0% = ACh EC20, 100% = maximal ACh. activation, % at 3 µM. hit rate 0.4% among 360,000;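 active = activation above its plate's cutoff, the mean activation of sample wells plus 3 SD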; also: some results filed as inactive read as strong as hits
CHRM5 agonist: agonists of human muscarinic M5 receptor (CHRM5); activation, % at 3 µM; P08912; CHO-K1 hM5 cells, Fluo-8 calcium fluorescence; 0% DMSO wells, 100% maximal acetylcholine response; hit rate 0.19% among 360,000;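 active = activation above the run's mean over test compounds plus 3 SD, cut at about 23% in these data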;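 also: signal is peak over basal fluorescence ratio across the kinetic read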
Target sequence (P08912 whole entry, looked up): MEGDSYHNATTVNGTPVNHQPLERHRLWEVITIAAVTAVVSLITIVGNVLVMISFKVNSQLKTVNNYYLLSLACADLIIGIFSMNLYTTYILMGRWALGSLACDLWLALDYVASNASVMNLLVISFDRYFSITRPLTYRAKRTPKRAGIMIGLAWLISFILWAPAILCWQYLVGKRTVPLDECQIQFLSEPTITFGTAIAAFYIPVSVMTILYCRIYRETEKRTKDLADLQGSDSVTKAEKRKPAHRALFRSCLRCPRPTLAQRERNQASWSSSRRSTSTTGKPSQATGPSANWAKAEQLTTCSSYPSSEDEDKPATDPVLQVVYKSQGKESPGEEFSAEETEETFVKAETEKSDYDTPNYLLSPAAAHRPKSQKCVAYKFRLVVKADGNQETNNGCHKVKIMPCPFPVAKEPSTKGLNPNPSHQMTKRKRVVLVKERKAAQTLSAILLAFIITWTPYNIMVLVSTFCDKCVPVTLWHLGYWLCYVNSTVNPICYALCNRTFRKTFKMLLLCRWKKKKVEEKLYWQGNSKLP
CHO-K1 Ca antag: counter-screen for M1 antagonists: effect in parental CHO-K1 cells. ATP-induced calcium, Fluo-8 fluorescence. inhibition, % at 3 µM. hit rate 0.6% among 360,000;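 active = inhibition above a per-plate cutoff, the plate's mean sample inhibition plus 3 SD, cut at about 24% in these data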;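 also: 0% = DMSO plus EC80 ATP and 100% = DMSO alone without ATP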
CHRM4 agonist: CHRM4 agonism in calcium assay; P08173; AID 624127; activation, % at 3 µM; hit rate 0.14% among 360,000; CHO-K1 hM4/Gqi5, Fluo-8 calcium fluorescence; vehicle 0%, full acetylcholine response 100%;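 active = activation above the run mean over all test wells plus 3 SD, cut at about 32% in these data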;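 also: peak over basal fluorescence ratio per well then scaled between controls; 0% = DMSO wells and 100% = acetylcholine at EC100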
CHRM5 PAM: CHRM5 positive allosteric modulation; AID 624038; CHO-K1 hM5, Fluo-8 calcium, ACh EC20 PAM; 0% = ACh EC20, 100% = ACh EC100; hit rate 0.3% among 360,000; P08912; activation, % at 3 µM;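 active = activation above the run cutoff, the mean activation of all test compounds plus 3 SD, cut at about 18% in these data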
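Assay system – human M5 receptor in CHO-K1 cells · Read-out – % activation, ACh-normalized · Technique – Fluo-8 calcium fluorescence · Dosing – single-point, 3 µM nominal · Incubation – Fluo-8 loading 80 min at 37 °C plus 30 min room temperature · Repeats – singlicate, one well per test compound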
CHRM5 antagonist: antagonists of human muscarinic M5 receptor (CHRM5); P08912; CHO-hM5 cells, Fluo-8 calcium fluorescence, ACh EC80; inhibition, % at 3 µM; hit rate 0.59% among 360,000; AID 624040;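 active = inhibition above a per-plate cutoff, the mean of that plate's test compounds plus 3 SD, cut at about 27% in these data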;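 also: 0% = acetylcholine EC80 with DMSO and 100% = DMSO without agonist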
Active calls of the source: *; & = joins results of further samples. Random draw from the library, and some 2.7% of all compounds hit somewhere here.

SMILES	CHRM4 antagonist	CHO-K1 Ca PAM	M1 ag parental	M4 PAM	CHRM5 agonist	CHO-K1 Ca antag	CHRM4 agonist	CHRM5 PAM	CHRM5 antagonist
Cc1ccc(C(=O)N2CCN(C)CC2)cc1S(=O)(=O)N1CCCCC1	4	16	0.6	11	-2	-4	0	3	3
Cc1ccc(-c2cccc(NC(=O)C3C4C=CC(C4)C3C(=O)O)c2)o1 (stereo unspecified)	-6	23	0.8	0	-2	-11	0	0	-1
CC(C)(CO)NCc1ccccc1OCC(=O)Nc1ccccc1	10	4	-0.2	5	-2	-12	3	1	-8
COCCC(=O)N1CCC(Oc2ccc(C(=O)NCc3cc(C)n(C)n3)cc2)CC1	7	-10	0.5	-2	-2	-5	1	2	5
COc1ccc(CN2CC(C(=O)NCC3CCCO3)CC2=O)cc1 (stereo unspecified)	11	27	0.9	-2	2	-14	0	6	-4
CCCCNCc1ccc(OCc2ccc(Cl)nc2)c(OC)c1	12	-20	0.6	-6	-2	1	1	-6	11
CC1=C(C(=O)N2CCOCC2)CC(CC(=O)NCCCCc2ccccc2)C(=O)N1Cc1ccc(C(C)(C)C)cc1 (stereo unspecified)	-11	12	2.6	-4	1	-10	10	-6	14
c1ccc2c(c1)oc1c(Nc3ccc4c(c3)OCCO4)ncnc12	-6	10	1.9	-2	-8	-11	1	-1	3
Cc1cc(C)n(-c2nc(SCC(=O)Nc3nccs3)c3c4c(sc3n2)COC(C)(C)C4)n1	-9	-5	-0.1	11	-3	10	0	2	1
CCc1nc2ccccc2c(C(=O)Oc2cccc3cccnc23)c1C	-17	16	1.1	-5	-2	-8	3	-3	0
CCCCN1C(=O)C(=O)N(CC(=O)Nc2ccc(C(N)=O)cc2)C1=O	-9	-16	-0.2	21	5	2	-1	16	-5
CCN(C(=O)CN1C(=O)NC(c2ccccc2)(c2ccc(C)c(C)c2)C1=O)C1CCCCC1 (stereo unspecified)	-4	4	-1.0	2	-4	-19	4	0	-5
CC1(C)CC(=O)c2c(O)c(-c3ccccc3)c(=O)n(-c3ccccc3)c2C1	-4	3	0.0	0	0	-5	0	0	1
O=C(NCCC1=CCCCC1)C1CCCN(S(=O)(=O)c2cccc3cccnc23)C1 (stereo unspecified)	-21	8	1.5	-1	0	-2	10	-5	-9
Cc1cccc(NS(=O)(=O)c2ccc3[nH]c(=O)cc(C(=O)OC(C)C(=O)Nc4ccc([N+](=O)[O-])cc4)c3c2)c1 (stereo unspecified)	-5	-8	0.4	-1	0	-8	0	4	6
Cc1cc(Cl)ccc1N=C1N=C(N)c2ccccc21	-7	17	2.9	-14	-2	-3	9	-10	11
COCCS(=O)(=O)N(Cc1ccc(Br)cc1)[C@@H](C)C(=O)OC	-17	6	-0.4	11	-1	-5	1	-1	3
Cc1cccc(N2CCN(C(=O)CCC(=O)N3CC(C)Oc4ccccc43)CC2)c1C (stereo unspecified)	-9	1	2.3	-9	-1	1	10	-14	-3
O=C(CNC(=O)c1ccccc1)Oc1cccc(Cl)c1	2	14	3.2	2	2	-6	1	-2	8
Cc1cc(Cl)ccc1OCC(=O)N(Cc1ccco1)c1c(N)n(Cc2ccccc2)c(=O)[nH]c1=O	-13	14	0.4	19	3	-16	1	5	0
COC(=O)c1ccn(-c2nc(-c3ccco3)cc(C(F)(F)F)n2)n1	-2	-1	0.6	-2	0	2	2	-2	4
CN(CCO)C(=O)C1CCN(c2ncc(C(F)(F)F)cc2Cl)CC1	10	23	3.5	6	-1	-8	3	-3	-1
CCOC(=O)[C@]12CCC=C1N(Cc1ccccc1)C(=O)[C@H](CC(=O)NCc1cccs1)C2	0	10	0.0	-1	-2	-9	1	-1	-1
CN(C)CCNc1ncnc2c1ncn2[C@H]1CN(Cc2ccncc2)C[C@@H](CO)O1	-11	-6	-0.1	8	0	-4	1	4	2
CCOc1ccc(NC(=O)CSCC(=O)O)cc1	13	0	-0.1	0	1	-2	0	5	-1
CC(=O)N1CCN(c2ccc(NCc3ccc(C(C)C)cc3)cc2)CC1	-14	10	-0.1	3	-6	0	2	0	-5
O=C(NCCCNC(=O)c1ccccn1)c1ccc(Br)cc1	-9	12	1.0	2	-2	-6	1	-2	-11
CN(CC(=O)OCC(N)=O)S(=O)(=O)c1ccc(Cl)cc1	-2	-3	-0.2	10	-3	-10	1	2	1
Cc1c(C(=O)N2CCC(Cc3ccccc3)CC2)sc2ncnc(N3CCC(C)CC3)c12	2	28	0.8	3	-4	-9	0	1	-3
O=C(Nc1ccc(Cl)c(Cl)c1)Nc1cc(C(=O)N2CCOCC2)ccc1N1CCCCC1	3	-6	0.1	1	2	3	1	0	7
NC(=S)N1CCCc2ccccc21	5	-8	0.3	0	3	7	1	-5	-4
CSc1ncccc1C(=O)Nc1cccc(S(=O)(=O)N2CCCCC2)c1	-5	12	3.1	1	0	-17	1	-1	0
CN(CCCN1CCOCC1)C(=O)c1cc(COc2cccc(C(F)(F)F)c2)on1	-6	16	2.3	-3	-2	-19	3	0	-1
Cc1[nH]c2c(Cl)cccc2c(=O)c1CN1CCCC1	-1	4	0.1	-3	-3	-4	1	0	-6
COc1ccc(C(=O)Cc2cc(OC)c(OC)cc2[N+](=O)[O-])cc1	0	2	0.0	1	2	-17	1	4	7
COc1ccc(N(C(=O)Cn2nnc(-c3ccc(F)cc3)n2)C(C)C(=O)NC2CCCC2)cc1 (stereo unspecified)	-29	-3	-0.9	11	-5	-19	1	11	-8
O=C(COC(=O)c1cnccn1)NCCc1ccccc1	2	-4	-0.1	6	2	19	-1	-2	5
CC(=O)Nc1ccc2nc(-c3ccc(Br)o3)[nH]c2c1	-6	8	-0.1	23*	0	-3	3	0	7
Cc1ccccc1NS(=O)(=O)c1ccc(NC(=O)CSCc2ccc(Br)cc2)cc1	13	-5	1.4	-7	0	-7	6	-12	10
CCCS(=O)(=O)C/C(N)=N/OC(=O)c1ccccc1Cl	4	16	1.0	-5	3	-12	0	6	-1
NC(=O)CCCn1c(C(=O)c2cc(Cl)c(N)c(Cl)c2)c2ccc([N+](=O)[O-])cc2[n+]1[O-]	6	12	1.4	3	0	-12	2	-2	14
Cc1cccc(CCNC(=O)c2nnc(Cc3ccc(Cl)cc3)o2)c1	-11	16	-0.1	7	2	-10	0	0	-3
O=C1CN(C(=O)c2cc(Br)c(Br)s2)c2ccccc2N1	0	-4	0.5	-1	-9	1	1	-5	3
CCN(CC)CCCn1c(SCC(=O)Nc2cccc(F)c2)nnc1-c1ccoc1C	12	9	1.4	0	-4	-14	1	1	1
COC(=O)N/N=C/c1cn(CCOc2ccc(OC)cc2)c2ccccc12	12	7	15*	-15	6	0	24	-14	12
CCc1nnc(NC(=O)/C=C/c2ccco2)s1	3	7	0.4	6	1	0	0	2	-3
S=C(c1ccccc1)N1CCSCC1	6	1	0.4	-3	-3	3	1	3	8
COc1ccccc1OCc1csc(N)n1	-13	-6	0.5	9	-4	-10	2	-4	10

Compounds from the list above that have a CF3 group, in the order listed:
SMILES	CHRM4 antagonist	CHO-K1 Ca PAM	M1 ag parental	M4 PAM	CHRM5 agonist	CHO-K1 Ca antag	CHRM4 agonist	CHRM5 PAM	CHRM5 antagonist
COC(=O)c1ccn(-c2nc(-c3ccco3)cc(C(F)(F)F)n2)n1	-2	-1	0.6	-2	0	2	2	-2	4
CN(CCO)C(=O)C1CCN(c2ncc(C(F)(F)F)cc2Cl)CC1	10	23	3.5	6	-1	-8	3	-3	-1
CN(CCCN1CCOCC1)C(=O)c1cc(COc2cccc(C(F)(F)F)c2)on1	-6	16	2.3	-3	-2	-19	3	0	-1

Next part
SMILES	CHRM4 antagonist	CHO-K1 Ca PAM	M1 ag parental	M4 PAM	CHRM5 agonist	CHO-K1 Ca antag	CHRM4 agonist	CHRM5 PAM	CHRM5 antagonist
CC(C)Oc1cccc(NC(=O)C2(C)CCCN2C(=O)C(C)C)c1 (stereo unspecified)	-2	18	0.7	0	-1	-6	0	1	13
CCn1cc(C2=NOC(C(=O)Nc3cccc(C(C)=O)c3)C2)c(C)n1 (stereo unspecified)	-12	5	5.6	0	10	-8	8	-15	-2
CCC/C=C1/CCCOC(C(=O)NCc2ccccn2)(C(F)(F)F)C1 (stereo unspecified)	-3	23	0.1	-3	-7	-16	1	-7	3
Cc1cc(NCCOCCO)n2ncc(-c3ccc(Cl)cc3)c2n1	11	22	1.6	17	-3	-9	8	-2	1
CC(C)CN(C(=O)COC(=O)COc1ccc2ccccc2c1)c1c(N)n(Cc2ccccc2)c(=O)[nH]c1=O	-2	18	0.8	10	-3	-6	0	7	5
CSCCC(NC(=O)c1ccccc1)C(=O)N/N=C(\C)Cc1ccccc1 (stereo unspecified)	-10	17	-0.4	4	-3	-4	1	-8	4
C=CCN1CC(=O)N2C(c3ccccc3)c3[nH]c4ccccc4c3C[C@H]2C1=O (stereo partly specified)	-8	4	5.3	-3	6	-13	15	-5	1
COc1ccc2c(=O)c(N3C(=O)c4ccccc4C3=O)coc2c1	9	12	0.3	28	-4	1	1	-2	2
COCCCC/C(=N\OCCN)c1ccc(C(F)(F)F)cc1	-2&-15&-7&2&-2	18&21&5&-11&14	2.5&2.4&0.2&0.0&1.1	1&2&-2&-6&6	4&3&1&3&3	-4&-5&1&13&0	6&6&2&3&6	2&-2&-3&-4&14	2&-5&6&10&-4
COc1cc(NC(=O)c2ccnn2C)c(OC)cc1Cl	-1	20	0.0	-3	0	-6	0	2	-4
CCOC(=O)c1c(C)[nH]c(C)c1C(=O)COC(=O)c1ccc(S(=O)(=O)C(F)F)cc1	7	6	0.8	-6	1	-7	5	-10	9
COc1ccccc1/C=N/OC(=O)c1ccc(F)cc1	-3	7	9.5	1	-1	-7	0	6	1
CSc1nsc(SC)c1C(=O)Nc1ccc(C)cc1	-5	4	-0.1	-8	-7	-2	0	-1	5
COc1ccc(Cl)cc1NC(=S)NCCO	-2	12	1.6	-1	-3	-17	1	1	-2
O=C(NCCc1csc(-c2ccc(Cl)cc2)n1)c1ccco1	8	-4	6.9	-14	0	4	15	-9	5
C[C@H](CO)N1C[C@H](C)[C@@H](CN(C)C)Oc2c(NS(=O)(=O)c3cccs3)cccc2C1=O	8	12	0.0	-1	0	-13	0	1	11
C/C(=N/NC(=O)c1ccc(-c2ccccc2)cc1)c1cc(O)cc(O)c1	16	17	0.8	-7	-4	-13	1	-2	19
Cc1cc(C)c(S(=O)(=O)NCC2CCC(C(=O)NCCCN3CCOCC3)CC2)c(C)c1 (stereo unspecified)	0	19	0.7	4	-8	-13	2	-1	-2
Cc1nn2c(NCCOCCO)c3c(nc2c1-c1ccccc1)CCC3	8	-21	-0.2	-2	1	-5	1	-1	7
Cc1ccc(C(=O)N/C(=C/c2ccco2)C(=O)N2CCCCC2)cc1	5	-16	0.3	-1	-2	-14	2	-2	7
C=CCOC(=O)C1=C[C@@H](c2ccc(Br)cc2)C[C@@H](OCc2ccc(CO)cc2)O1	-2	3	-0.3	5	-1	-4	2	4	6
Cc1ccc(C)c(C(=O)OCC(=O)Nc2cccc(S(=O)(=O)NC3=NCCCCC3)c2)c1	-7	-7	4.8	-4	-6	-12	4	-5	3
CC1CC(C)CN(C(=O)Cn2c(-c3nonc3N)nc3ccccc32)C1 (stereo unspecified)	-14	3	2.2	-6	3	1	11	-13	5
O=C(Nc1ccc(S(=O)(=O)N2CCOCC2)cc1)c1ccco1	5	14	0.3	0	-1	-10	1	-5	2
